From PubChem BioAssay
PKA-R2B act – activators of human PKA-R2B complex; hit rate 0.079% among 340,000; activation, % at 11.4 µM; PKA-R2B holoenzyme dissociation, Cy5-IP20 fluorescence polarization; R2B truncated from residue 108, S112A mutant; 0% DMSO only, 100% 113 µM cGMP; AID 504700; P22694+P31323;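 active = activation above a cutoff set at the mean over all compounds plus 3 SD, cut at about 18% in these data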;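 also: higher means more holoenzyme dissociation and a rise in polarization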
Mot1-301 SUMO – inhibitors of SUMOylation pathway: yeast Mot1-301 growth rescue. S. cerevisiae Mot1-301 growth rescue, ATP luminescence, 38.5C; percent above DMSO median, 100 means doubled. growth rescue, % at 18.8 µM. hit rate 1% among 320,000. AID 2716;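 active = every valid replicate shows activation above 250% relative to neutral control wells; inactive = the rest, any valid replicate at or below 250%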;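 also: OY570 slx delta 5 strain wells were the positive control but not used for scaling; some compounds called inactive have numbers as strong as hits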
Arr AP2 block – inhibitors of human beta-arrestin and AP2 interaction. FITC-arrestin peptide / GST-AP2 beads, flow cytometry; AP2 beta2 appendage carries R879A mutation. inhibition, % at 10 µM. hit rate 0.31% among 340,000. AID 504490;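 active = inhibition above a set limit, near 3 SD of compounds lacking own fluorescence, cut at about 54% in these data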;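 also: plate controls were DMSO wells for no effect and 5 µM unlabelled arrestin peptide for full effect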
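System: GST-AP2 R879A glutathione beads | Also added: FITC-arrestin peptide, 50 nM | Times: 12 min plus 1 h, RT | Signal: Bead flow cytometry, FITC channel | Buffer or medium: PBS with 0.05% Tween 20 and 0.1% BSA | Read-out basis: Percent drop in bead-associated FITC signal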
SR-BI uptake up – SR-BI HDL lipid transfer activation | CHO ldlA[mSR-BI] cells, DiI-HDL uptake fluorescence, 3 h; 100 = double the neutral-control signal | activation, % at 12.5 µM | hit rate 0.096% among 320,000;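 active = mean replicate activation of at least 60% and every replicate at or above 60%; inconclusive = mean or all-replicate condition met, but not both; inactive = mean below 60% and not all replicates reaching 60%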;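 also: 0% = median plate neutral-control signal and 100% = twice that signal; values of inactives mirror those of a sister screen read the other way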
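System: CHO ldlA[mSR-BI] cells / Medium: HEPES-buffered (25 mM, pH 7.4) F12 plus 0.5% BSA / Probe or stimulus: labelled HDL, 10 µg/mL / Doses: single compound concentration, delivered by pin transfer / Schedule: 3 h, 37 °C / Measured by: DiI fluorescence, bottom read / Measure: cell-associated DiI fluorescence as measure of HDL uptake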
CDK5 inh – inhibitors of human CDK5/p35 kinase. AID 488839. Recombinant CDK5/p35, ADP-Glo luminescence, 60 min. Q00535+Q15078. hit rate 0.01% among 330,000. inhibition, % at 10 µM;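 active = highest replicate inhibition of at least 50% and at least 75% of replicates reaching 50%; inconclusive = only one of the two criteria met; inactive = both criteria failed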;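 also: plate controls were DMSO neutral control for no effect and GW8510 at 10 µM for full effect; many of its hits are not listed in these tables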
dFosB act – enhances mouse delta FosB homodimer DNA binding; AID 493131; hit rate 0.99% among 340,000; purified delta FosB, TAMRA-CDK5 oligo fluorescence polarization; percent of positive-control signal above neutral wells; P13346; activation, % at 25 µM;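 active = mean activation above about 17%, with every replicate also reaching it, limit read from the data, passing the limit was not always enough; inconclusive = only one of the two conditions met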;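 also: fluorescence polarization rise as delta FosB binds a TAMRA Cdk5 AP-1 oligo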
SR-BI HDL uptake – blocks mouse SR-BI lipid uptake from DiI-HDL. ldlA[mSR-BI] CHO cells, DiI-HDL uptake fluorescence, 3 h. Q61009. inhibition, % at 12.5 µM. hit rate 0.96% among 320,000;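 active = mean replicate inhibition of at least 70% and a set share of replicates each scoring 70 or more; inconclusive = meets just one of the two criteria; inactive = fails both criteria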;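 also: 0% = median of neutral control wells and 100% = median of positive control wells; values of inactives mirror those of a sister screen read the other way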
Pemphigus Ab inh – human desmoglein-3 autoantibody binding inhibition | P32926 | binding (percent of control), % at 10 µM | DSG3-coupled beads, scFv-anti-DSG3-GFP binding, flow cytometry; active compounds read low | hit rate 0.48% among 310,000 | AID 588358;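 active = binding more than 3 SD below its plate's average and above zero; inconclusive = below that plate limit but binding exactly zero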;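 also: hits lower antibody fragment binding to DSG3; some compounds called inactive have numbers as strong as hits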
Target sequence (P32926 whole entry, looked up, the tested form may be a part): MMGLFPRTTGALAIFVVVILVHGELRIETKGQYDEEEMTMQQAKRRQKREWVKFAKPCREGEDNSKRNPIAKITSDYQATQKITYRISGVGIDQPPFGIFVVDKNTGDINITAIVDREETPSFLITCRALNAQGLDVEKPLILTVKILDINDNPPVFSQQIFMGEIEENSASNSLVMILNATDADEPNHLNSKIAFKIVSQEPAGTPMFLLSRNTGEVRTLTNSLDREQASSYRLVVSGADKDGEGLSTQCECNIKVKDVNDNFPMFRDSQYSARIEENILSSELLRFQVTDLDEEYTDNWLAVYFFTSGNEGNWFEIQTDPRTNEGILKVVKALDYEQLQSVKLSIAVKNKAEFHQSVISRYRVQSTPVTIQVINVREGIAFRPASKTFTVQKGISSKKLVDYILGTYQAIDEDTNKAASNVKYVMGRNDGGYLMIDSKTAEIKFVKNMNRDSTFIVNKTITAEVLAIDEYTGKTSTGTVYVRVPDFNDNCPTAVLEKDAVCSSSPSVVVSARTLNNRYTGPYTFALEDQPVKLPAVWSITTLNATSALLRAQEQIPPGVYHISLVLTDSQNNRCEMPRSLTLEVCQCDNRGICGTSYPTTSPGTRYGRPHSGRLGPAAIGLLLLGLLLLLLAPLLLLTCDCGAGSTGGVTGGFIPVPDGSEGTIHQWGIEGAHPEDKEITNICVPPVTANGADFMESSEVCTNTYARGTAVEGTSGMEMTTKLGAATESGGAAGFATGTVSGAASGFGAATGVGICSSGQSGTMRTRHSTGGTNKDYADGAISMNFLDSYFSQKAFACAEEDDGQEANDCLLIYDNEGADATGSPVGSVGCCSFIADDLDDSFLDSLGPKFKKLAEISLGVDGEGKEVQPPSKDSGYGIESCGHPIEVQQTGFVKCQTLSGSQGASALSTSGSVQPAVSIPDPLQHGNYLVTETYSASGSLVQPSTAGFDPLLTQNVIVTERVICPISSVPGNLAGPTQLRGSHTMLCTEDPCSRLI
MITF act – MITF TRPM1 promoter activation in melanoma cells | SK-MEL-5 TRPM1-promoter luciferase, 24 h; % of positive control, neutral wells = 0 | activation, % at 12.5 µM | hit rate 0.75% among 300,000 | AID 588334;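 active = mean activation of at least 80% with every replicate also reaching 80%; inconclusive = mean reaches 80% but some replicate falls short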;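 also: 0% = neutral control wells and 100% = parthenolide positive control wells; values of inactives mirror those of a sister screen read the other way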
NSD2 inh – inhibitors of human histone methyltransferase NSD2 | O96028 | NSD2 peptide methylation, AlphaScreen, 120 min | inhibition, % at 12.5 µM | hit rate 0.54% among 310,000; in the data active = inhibition above about 50%
PKA-R1A act – activates the PKA-R1A holoenzyme complex | hit rate 0.083% among 340,000 | activation, % at 11.4 µM | PKA-R1A dissociation, Cy5-IP20 fluorescence polarization; scaled: DMSO 0%, 113 µM cGMP 100%;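 active = percent activation above the mean of all tested compounds plus 3 SD, cut at about 19% in these data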;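 also: higher means more PKAc released from R1A so a rise in polarization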
Numbers without * were called inactive; ? = inconclusive; nt = no result given.

SMILES	PKA-R2B act	Mot1-301 SUMO	Arr AP2 block	SR-BI uptake up	CDK5 inh	dFosB act	SR-BI HDL uptake	Pemphigus Ab inh	MITF act	NSD2 inh	PKA-R1A act
CCCCn1c(N)c(N(CCOC)C(=O)c2cc(S(=O)(=O)N3CCOCC3)ccc2F)c(=O)[nH]c1=O	1.5	-8.7	-1.7	29.4	-0.2	-11.0	-29.4	105.2	-6.7	-1.8	-2.2
S=C(NCC1CCCO1)NC1CCCC1 (configuration not stated)	15.4	1.6	5.0	4.1	1.6	-12.1	-4.1	106.8	1.2	-2.8	5.0
Cc1nc(C)c(-c2ccc(SCC(=O)Nc3cccc(Cl)c3C)nn2)s1	2.4	-1.4	-1.9	-22.1	-4.5	-11.2	22.1	108.8	-3.5	nt	-6.0
COc1ccc(-c2noc(COC(=O)c3ccco3)n2)cc1OC	-8.3	-6.8	1.9	4.8	-0.4	-13.3	-4.8	86.0	6.1	-0.7	5.0
COc1ccc(C(=O)N2CCN(C(=O)Cc3ccccc3)CC2)cc1OC	1.8	4.1	-0.7	24.0	0.7	-5.0	-24.0	102.8	6.3	-0.6	-8.9
CC(=O)Nc1ccc(NC(=O)COC(=O)Cn2cnc3ccccc32)cc1	-3.4	7.8	-0.5	-7.3	0.7	-4.4	7.3	114.7	8.0	-2.3	-2.2
O=C(Nc1ccccc1)C1=C[C@H](c2ccccc2)C[C@H](OCCCCO)O1	5.8	310.0	8.2	-9.7	0.1	2.3	9.7	95.4	67.7	nt	-19.1
[O-][n+]1cccc2ncc3cscc3c21	6.0	-14.5	3.7	12.8	1.0	-11.5	-12.8	84.3	33.6	-1.6	4.6
COC(=O)C1=C(O)/C(=C\c2cc(C)n(-c3ccccc3C)c2C)N=C1C	-4.5	15.1	-0.7	6.5	-1.3	-5.4	-6.5	96.9	?	6.1	-11.6
CC(OC(=O)/C=C/c1cccs1)C(=O)NC1CCCCC1C (configuration not stated)	6.0	41.6	-19.9	-6.1	-1.0	1.2	6.1	nt	-8.3	-0.6	-4.1
O=C(CCS(=O)(=O)c1ccc(Br)cc1)NCc1ccc(F)cc1	-3.4	9.7	17.0	-2.6	1.1	0.0	2.6	100.2	4.8	3.2	-2.8
COCC(=O)Nc1nc2ccc(C)cc2s1	2.6	138.6	-7.0	-13.5	2.0	-3.2	13.5	105.3	49.2	0.1	7.9
CCCCOc1ccc(C(=O)Nc2ccc(S(=O)(=O)Nc3cc(C)on3)cc2)cc1OC	-13.3	-8.6	-0.6	-8.2	-1.4	2.6	8.2	106.1	-1.6	-1.9	4.0
CCOC(=O)c1ccc(NC(=O)NC2CC3CCC(C2)N3Cc2nnnn2C(C)(C)C)cc1 (configuration not stated)	-9.9	33.8	3.9	-39.1	-0.6	-0.8	39.1	92.6	nt	17.7	1.1
Cn1c(=O)c([N+](=O)[O-])c(NCC2CCCO2)c2ccccc21 (configuration not stated)	1.2	-19.7	10.1	-5.8	0.2	-5.2	5.8	108.5	8.6	-6.7	0.3
CS(=O)(=O)c1ccccc1C(=O)Nc1ccc(S(=O)(=O)N2CCCC2)cc1	-3.5	1.1	-9.2	-4.9	2.3	0.9	4.9	92.8	12.1	-0.4	4.0
O=C(CNC(=O)c1cccnc1)N/N=C/c1cccnc1	0.2	24.8	2.0	11.0	-1.0	0.1	-11.0	95.9	-3.0	1.5	2.6
Cc1ccc(C)c(N2CCN(CC3CC=CCC3)CC2)c1 (configuration not stated)	4.1	57.8	-26.5	24.6	-1.9	-0.1	-24.6	126.1	-10.9	-2.7	1.2
NNC(=O)c1csc(-c2ccccc2)n1	-7.3	-3.6	4.9	1.9	-0.2	-4.7	-1.9	nt	-1.8	-1.2	0.7
COc1ccc2c(c1)C(c1ccc(N3CCOCC3)cc1)=NNC(c1cccnc1)=N2	-5.6	14.9	-4.1	4.0	2.2	1.1	-4.0	nt	3.2	6.4	-13.2
Cc1ccc(/C([O-])=C(/C(=S)NCc2ccc3c(c2)OCO3)[n+]2ccc(N(C)C)cc2)c(C)c1	-11.5	9.6	-6.0	19.9	0.5	-10.0	-19.9	99.9	-5.1	2.3	-0.6
O=C(Nc1ccccc1Cl)N1CCN(c2ncccn2)CC1	-0.9	6.3	3.8	11.5	0.1	1.2	-11.5	101.2	1.2	2.0	-9.2
CCCCCCCNC(=O)c1cc(-c2ccncc2)nc2ccccc12	-14.2	-18.9	-2.4	1.1	-0.7	-6.3	-1.1	101.1	-7.6	-2.3	-12.0
CNC(CC(=O)c1ccc([N+](=O)[O-])cc1)C(Cl)(Cl)Cl (configuration not stated)	-1.5	-33.5	-5.6	-27.5	5.0	-7.0	27.5	97.6	-89.9	nt	-9.3
COc1ccccc1NC(=O)c1cccc(S(=O)(=O)N2CCN(Cc3ccccc3)CC2)c1	-1.2	6.7	15.8	-10.6	-0.5	-16.1	10.6	104.5	-5.0	-0.4	-0.2
C[n+]1ccc(C(=O)NCCC[N+](C)(C)C)cc1/C=N/O	3.7	-25.9	6.0	15.6	0.0	-1.3	-15.6	103.5	-7.6	1.1	4.8
COc1ccccc1N=Nc1ccc(O)c2ncccc12	2.0	-13.2	28.6	-21.9	0.8	-16.2	21.9	93.2	1.2	94.3*	4.2
O=C(Nc1cn(-c2ccccc2)nc1-c1ccc(Cl)cc1)c1ccccc1	-10.7	-8.9	-3.2	-40.0	-0.2	-0.4	40.0	90.9	6.7	-1.8	-2.0
C=C(C)c1cccc(C(C)(C)NC(=O)NC2CCCC2)c1	0.3	-15.8	-4.0	22.8	1.3	5.2	-22.8	112.2	-10.3	-1.7	-0.1
CCCCNC(=O)COC(=O)CCC(=O)c1ccc(Cl)cc1	1.5	nt	13.3	26.5	1.3	-2.7	-26.5	110.6	1.8	-1.1	-9.5
CCN(CC)CCCNC(=O)C1c2ccccc2C(=O)N(CCOC)C1c1ccc(F)cc1 (configuration not stated)	-6.7	690.9*	-9.8	22.4	-2.2	-1.9	-22.4	98.6	0.5	16.2	-6.5
CC(Oc1ccc(Cl)cc1Cl)c1ccn[nH]1 (configuration not stated)	-16.9	-2.8	9.4	30.4	0.0	0.0	-30.4	97.7	0.4	3.8	-12.0
CNC(=O)c1ccc2snnc2c1	-1.1	-4.7	-1.3	-31.4	1.0	7.6	31.4	96.7	nt	nt	-10.6
CCN1CCN(c2ncnc3sc4c(c23)CCC(C)C4)CC1 (configuration not stated)	4.9	43.8	8.8	15.7	-0.2	-10.2	-15.7	93.9	-11.8	21.4	5.4
CCc1c(C)nc2[nH]nc(NC(=O)C(F)(F)F)n2c1=O	-0.7	11.7	-5.5	6.6	0.3	4.7	-6.6	99.3	7.3	-0.8	-2.9
CCOC(=O)C1=C(C(F)(F)F)Nc2ncnn2C1c1cccc(OC)c1OC (configuration not stated)	-0.7	142.6	-5.7	28.4	-0.5	-6.4	-28.4	102.2	-2.7	2.3	3.3
CCC1=C(OC(=O)N(CC)CC)N2C(=O)OC(=NCCc3c[nH]c4ccccc34)[C@]2(C)[C@H]2C1=CC[C@H]1C(=O)N(CC)C(=O)[C@H]12	4.9	-7.4	-2.2	37.0	1.2	-18.3	-37.0	103.3	-0.1	nt	3.5
Cc1ccc(C(=O)NCCN2C3=NC[C@H](Cc4ccc(O)cc4)N3C[C@H]2Cc2ccc(O)cc2)cc1Br	-0.5	11.7	0.8	17.6	2.3	5.8	-17.6	103.5	-1.2	nt	3.5
Cc1ccccc1NC(=O)NNC(=O)CCc1ccccc1	12.9	-2.2	-3.2	16.5	-0.5	-1.5	-16.5	98.4	-3.8	-1.4	3.8
Cc1oc2ccc(O)cc2c1C(=O)c1ccc(Br)cc1	-1.2	25.0	-14.2	-13.6	-2.1	-11.3	13.6	107.7	46.2	-1.7	4.2
CNc1nc(NC)nc(-n2c(C(F)(F)F)nc3ccccc32)n1	-2.4	2.3	0.8	-19.4	0.9	-10.8	19.4	92.2	-2.0	-1.5	-11.0
CCOc1ccccc1-c1nc(CN2CCCN(C(=O)c3ccco3)CC2)c(C)o1	-4.2	335.0	-1.1	-19.2	0.5	-7.7	19.2	122.0	-9.4	4.4	-7.9
O=C(Cc1ccc(Br)cc1)N/N=C/c1cccnc1	-5.8	7.7	-1.6	48.2	1.5	3.5	-48.2	92.9	-5.0	-1.2	-8.9
Cc1ccc(C)c(S(=O)(=O)Nc2ccc(C(=O)N3CC(C)OC(C)C3)cc2)c1 (configuration not stated)	6.5	5.2	36.8	12.4	2.0	-6.8	-12.4	nt	2.4	5.1	-2.9
COc1ccc(Cl)cc1S(=O)(=O)NCc1ccncc1	4.0	-0.7	-6.0	19.3	0.0	0.4	-19.3	111.7	-15.2	-1.9	0.5
COc1cccc(OCCOc2ccccc2[N+](=O)[O-])c1	-2.6	-5.0	0.8	-5.1	2.1	1.2	5.1	104.0	52.2	-1.8	-7.6
CCOC(=O)c1ccc(NC(=O)N2CCN(C(=O)C3CCCO3)CC2)cc1 (configuration not stated)	3.1	-4.9	-1.4	-10.0	0.0	-3.7	10.0	96.9	-10.0	-3.1	3.2
Cc1cccn2c(=O)c(C=O)c(N3CCN(c4ccc(F)cc4)CC3)nc12	-8.2	1.0	1.3	-19.6	1.4	-4.0	19.6	86.5	-2.4	5.1	2.7
Cc1ccc2c(c1)c1c(n2CC(O)Cn2c(C)nc3ccccc32)/C(=N\O)CCC1 (configuration not stated)	-2.0	39.9	12.1	-6.5	0.9	-7.4	6.5	109.4	-10.0	nt	-10.4
CCOC(=O)C1CCN(C(=O)c2ccccc2NS(=O)(=O)c2ccc(C)cc2)CC1	0.2	20.9	5.0	18.9	-0.3	-6.0	-18.9	105.2	2.0	-0.1	1.3
Cc1cccc(C)c1NC(=O)C1CC2CCC1C2 (configuration not stated)	16.3	-7.9	5.9	12.2	0.7	-2.6	-12.2	96.5	nt	-2.1	1.3
